Screens as filed in PubChem BioAssay.
PMI activator: activators of human PMI, primary screen, biochemical, fluorescence intensity, near-Km mannose 6-phosphate; Mannose-6-phosphate isomerase (Homo sapiens), P34949; purified human PMI, coupled resazurin fluorescence, 20 min; stronger effect = higher value; 1 = vehicle control, 0 substrate-free wells; activation factor at 20 µM; 190,000 tested, 0.005% active;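 active = activation factor of 2 or more at 20 µM, relative to plate controls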
Target sequence (P34949 whole entry, looked up): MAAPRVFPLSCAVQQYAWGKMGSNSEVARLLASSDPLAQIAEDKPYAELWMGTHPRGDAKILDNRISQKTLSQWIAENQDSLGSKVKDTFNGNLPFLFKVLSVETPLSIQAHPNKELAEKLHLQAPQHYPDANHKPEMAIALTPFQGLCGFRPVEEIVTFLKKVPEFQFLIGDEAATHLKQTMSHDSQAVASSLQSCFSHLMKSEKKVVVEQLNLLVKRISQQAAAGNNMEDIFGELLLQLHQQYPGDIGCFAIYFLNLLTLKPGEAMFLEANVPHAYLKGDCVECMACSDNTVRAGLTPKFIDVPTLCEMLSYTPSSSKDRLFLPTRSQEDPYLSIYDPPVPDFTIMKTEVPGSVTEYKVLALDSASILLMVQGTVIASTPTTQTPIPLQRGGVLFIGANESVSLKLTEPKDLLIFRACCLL
NF-kB expr up: activators of NF-kB expression in neurons, primary screen, cell-based, HTS; human neuronal cells, NF-kB reporter expression; stronger effect = higher value; fold change at 12.5 µM; 190,000 tested, 1.6% active; AID 1239, 2008; in the data active = fold change above about 3.3
TNAP inh no acc: human TNAP enzyme inhibitors, primary screen, biochemical, luminescent, no phosphate acceptor, uHTS; Alkaline phosphatase, tissue-nonspecific isozyme (Homo sapiens), P05186; purified TNAP, CDP-star luminescence, 30 min; inhibition, % at 20 µM; 200,000 tested, 0.26% active; AID 1012, 2008;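 active = tissue-nonspecific alkaline phosphatase inhibition above about 50% at 20 µM in the single-dose screen, limit read from the data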;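 also: 0% = DMSO negative control and 100% = EDTA positive control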
Target sequence (P05186 whole entry, looked up): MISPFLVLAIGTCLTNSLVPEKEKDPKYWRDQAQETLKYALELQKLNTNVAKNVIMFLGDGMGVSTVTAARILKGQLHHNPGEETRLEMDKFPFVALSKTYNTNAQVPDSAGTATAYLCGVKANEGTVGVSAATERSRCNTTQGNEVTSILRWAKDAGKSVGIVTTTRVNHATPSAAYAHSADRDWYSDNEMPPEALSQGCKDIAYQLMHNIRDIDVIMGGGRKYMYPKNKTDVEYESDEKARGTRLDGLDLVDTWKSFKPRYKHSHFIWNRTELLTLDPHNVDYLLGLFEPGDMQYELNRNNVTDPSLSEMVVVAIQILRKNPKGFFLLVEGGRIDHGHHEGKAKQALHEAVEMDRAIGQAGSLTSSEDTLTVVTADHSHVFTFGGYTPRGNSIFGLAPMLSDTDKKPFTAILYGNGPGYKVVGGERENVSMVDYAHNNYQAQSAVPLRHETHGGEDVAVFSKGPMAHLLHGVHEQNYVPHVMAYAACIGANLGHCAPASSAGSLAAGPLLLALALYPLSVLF
APP 5'UTR act: activators of APP 5'UTR luciferase reporter, primary screen, SH-SY5Y cells; SH-SY5Y APP 5'UTR luciferase reporter, luminescence; zero percent = DMSO vehicle wells; activation, % at 2 µM; 190,000 tested, 1% active;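 active = activation above a set limit, based on mean plus 3 SD of controls, cut at about 140% in these data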; also: values of inactives mirror those of a sister screen read the other way
FLuc act counter: FLuc activators, initial screening, artefact control for FLuc-dependent activation tests, biochemical, ATPlite luminescence. Luciferin 4-monooxygenase (Photinus pyralis), P08659. ATPlite luciferase biochemical, 10 min; 0 = ATP-free wells, 1 = DMSO control. activation factor at 10 µM. 200,000 tested, under 10 active. AID 1027, 2008;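 active = luciferase activation factor, scaled between plate controls, of at least 2 with compound at 10 µM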
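System: Luciferase/luciferin detection reagent, cell-free biochemical luciferase assay | Medium: PBS buffer for ATP | Dosing: Test compounds dosed from 2 mM stocks in 100% DMSO | Timing: 10 min at ambient temperature | Signal: Luminescence measurement of luciferase light output | Evaluation: Luciferase activation, seen as luminescence increase over controls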
TNAP act hi DEA: TNAP activators at high phosphate acceptor level, primary screen, biochemical, luminescence, uHTS. purified TNAP, CDP-star luminescence, 1 M DEA, 30 min; stronger effect = higher value; 0 = EDTA background, 1 = DMSO-only activity. AID 1136, 2008. Alkaline phosphatase, tissue-nonspecific isozyme (Homo sapiens), P05186. 200,000 tested, under 10 active. activation factor at 20 µM;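 active = activation factor at least 2 at 20 µM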
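system = human TNAP | amount = enzyme diluted 1/800 final | reagent = 100 µM CDP-star substrate | signal = luminescent substrate turnover signal | dosing = one dose, 20 µM | benchmarks = EDTA negative control, DMSO positive control | measure = activation factor | timing = 30 min reaction, room temperature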
bIAP activator: bovine intestinal alkaline phosphatase activators, primary screen, biochemical, bovine IAP, CDP-star luminescence. 200,000 tested, 0.17% active. alkaline phosphatase, intestinal [Bos taurus]. activation factor at 20 µM. purified bovine IAP, 30 min; stronger effect = higher value; fold of DMSO-control signal, blank-subtracted. AID 1016, 2008;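 active = activation factor of 2 or more at 20 µM, a signal rise over negative controls twice the positive control's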
FLuc inh counter: firefly luciferase enzyme inhibitors, primary screen, artefact control for luciferase-based inhibitor screens, biochemical, luminescence, ATPLite | Luciferin 4-monooxygenase (Photinus pyralis), P08659 | 10 min | inhibition, % at 10 µM | 200,000 tested, 1.5% active | AID 1006, 2008;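 active = inhibition above about 50% when tested at 10 µM, limit read from the data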
TNAP inh hi DEA: human TNAP enzyme inhibitors, primary screen, biochemical, luminescent, high phosphate acceptor level, uHTS; Alkaline phosphatase, tissue-nonspecific isozyme (Homo sapiens), P05186; purified TNAP, CDP-star luminescence, 1 M DEA; inhibition, % at 20 µM; 200,000 tested, 0.03% active; AID 1135, 2008;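 active = over 50% inhibition of tissue-nonspecific alkaline phosphatase at 20 µM in the single-dose screen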;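 also: plate controls were DMSO wells for no effect and EDTA-quenched wells as full inhibition for full effect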
PMI act satM6P: human PMI activators, high substrate, primary screen, biochemical, fluorescence intensity, near-saturating mannose 6-phosphate; Mannose-6-phosphate isomerase (Homo sapiens), P34949; coupled PMI enzyme assay, resazurin fluorescence, 20 min; stronger effect = higher value; 1 = untreated enzyme, 0 = substrate-free blank; activation factor at 20 µM; 190,000 tested, 0.34% active; AID 1216, 2008;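 active = activation factor of 2 or more at 20 µM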
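Material: human phosphomannose isomerase with PGI, G6PDH, diaphorase coupling enzymes. Quantity: 15 ng/mL PMI. Medium: HEPES pH 7.4 buffer with MgCl2 and Tween-20. Reagent: Near-saturating mannose-6-phosphate, 1.0 mM. Compound: 20 µM single dose. Times: enzyme reaction with compound 20 min at room temperature. Detection: resorufin fluorescence at Ex 544/Em 590 nm.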
An asterisk follows results filed as active; · = not tested or not shown.

Fields: FLuc act counter, PMI activator, bIAP activator, PMI act satM6P, NF-kB expr up, TNAP act hi DEA, APP 5'UTR act, TNAP inh hi DEA, TNAP inh no acc, FLuc inh counter
Cc1cccc(NC(=O)c2sc(NC(=O)COc3ccccc3)c(C#N)c2C)c1C
    1.1, 1, 1, 1.1, 0.8, 1, 3, 0, 25, -5
CC1(C)OC(C)(C)/C(=C/Nc2ccc(O)cc2)C1=O
    0.9, 0.8, 0.9, 0.5, 2, 0.9, 1, 13, 7, 8
O=C1CSC(c2cn(-c3ccccc3)nc2-c2ccccc2)N1Cc1ccco1 (stereo not given)
    1, 1, 1.2, 1, 1.2, 1.1, 2, -6, -16, 5
S=C(Nc1ccccc1)N1N=C(c2cccs2)CC1c1cccs1 (stereo not given)
    1, 0.8, 1.1, 1, 1.2, 1, 13, -2, -3, -5
COc1ccc(N2CCN(c3nc4ccccc4nc3NS(=O)(=O)c3ccccc3)CC2)cc1
    1.1, 0.8, 0.9, 0.8, 1.1, 1, -7, -2, -7, -6
Cn1c2c(c(=O)n(C)c1=O)C(c1ccc(F)cc1)C(C#N)=C(N)O2 (stereo not given)
    1.1, 1.4, 1.1, 1.6, ·, 1.1, -7, -6, -3, -11
CCOc1ccc(CSCCNC(=S)Nc2ccccc2)cc1
    1, 0.9, 1, 0.8, 1.2, 1, -2, 1, -15, -5
CCN(CC)C(=O)C(C)OC(=O)COc1ccc(Cl)cc1Cl (stereo not given)
    1, 1, 0.8, 1, 0.84, 1, -11, 3, -6, -4
COC(=O)c1cn(-c2ccccc2)nc1C(=O)OC
    1, 1, 1, 1, 1.2, 1.1, -6, -5, -10, -4
O=S(=O)(NCc1ccco1)N1CCOCC1
    1.1, 0.9, 0.8, 1, 1.2, 1, -7, -3, -10, -5
N#C/C(=C\c1ccc(-c2ccc(C(=O)O)cc2)o1)c1nc2ccccc2[nH]1
    1, 0.9, 0.7, 0.8, 1.1, 0.8, 37, 19, 6, 2
CC(C)=C(NC(=O)c1ccccc1)C(=O)NCc1ccccc1
    1, 1.1, 0.9, 1.1, 1.1, 1.1, -20, -6, -14, -4
CCNc1ccc(C(=O)Nc2ccc3nc(C)sc3c2)cc1[N+](=O)[O-]
    1, 0.9, 1, 0.9, 0.93, 0.9, -1, 6, 5, 3
Cc1ccccc1N1C(=S)NC2c3ccccc3OC1(C)C2C(=O)N(C)C (stereo not given)
    1.1, 1.1, 0.9, 1.1, 1.3, 1, 10, -1, -7, -12
Cc1oc(C(C)(C)C)c(CN2CCOCC2)c1C(=O)O
    1.1, 1, 0.9, 1, 1.1, 1.1, 17, -7, -12, -11
COc1ccc(C(=O)Nc2ccc(SC(F)F)cc2)cc1
    0.8, 0.9, 1.1, 1, 3.1, 1, 164*, -1, -3, 19
O=C(N/N=C/c1c(O)ccc2ccccc12)c1[nH]ncc1Br
    0.9, 1.2, 0.9, 1.2, 1.1, 0.9, -72, 11, -132, 7
COc1cccc(NC(=O)C(NCC(C)(C)CN(C)C)c2ccccc2)c1 (stereo not given)
    1, 0.8, 1.3, 1, 1.1, 0.9, 5, 7, -14, -2
O=C(CSc1n[nH]c(-c2cccs2)n1)NCc1cccs1
    1, 1, 1, 1, 1, 1.1, -13, -5, 16, -1
CCCN=C(C)C1=C(O)c2ccccc2C1=O
    0.7, 1.2, 1, 1.1, 1.9, 1, 23, 4, 1, 29
CCc1ccccc1NC(=O)Cn1nc(C(F)(F)F)cc1C1CC1
    1.1, 0.9, 0.9, 1, 1.7, 1.1, 8, -7, -9, -8
CC1Cc2ccccc2C(=O)N1 (stereo not given)
    1, 1, 0.9, 1, 1.2, 1, 2, -4, -20, -3
Cc1cccc(S(=O)(=O)c2c(N)n(/N=C/c3ccco3)c3nc4ccccc4nc23)c1
    1, 1, 1, 0.9, 0.81, 1, -12, -3, -6, -1
Cc1c(NC(=O)c2ccccc2)c(=O)n(-c2ccccc2)n1C
    1, 0.9, 1, 0.9, 1.1, 1, -1, -2, -7, -3
COc1ccc(N(CC(O)Cn2nnc3ccccc32)S(=O)(=O)c2ccc(C)cc2)cc1 (stereo not given)
    1, 1, 1, 1, 1, 1, -2, -4, -3, -1
CSc1nc(=S)n(Cc2ccccc2)c(C)c1C(C)=O
    1, 0.9, 0.9, 0.8, 1, 1, -2, 4, 0, -4
Cc1ccccc1N1C(=O)c2ccccc2C1Nc1cccnc1 (stereo not given)
    1.1, 1.1, 0.9, 1, 1.1, 1, -3, -4, 8, -10
Cc1ccccc1/C=N/NC(=O)c1sccc1C
    0.6, 1, 1, 0.9, 5*, 1.1, 70, -7, -5, 36
Cc1cc(NS(=O)(=O)N(C)C)ccc1C(C)C
    1.1, 0.9, 0.9, 0.9, 1.1, 1, -11, -3, -7, -6
CCCc1nc(-c2ccc(-c3ccc(F)cc3)cc2)no1
    1, 1, 0.8, 0.9, 2.1, 1, 9, -3, -6, -1

Exported as tab-separated lines: entries from further up
structure	FLuc act counter	PMI activator	bIAP activator	PMI act satM6P	NF-kB expr up	TNAP act hi DEA	APP 5'UTR act	TNAP inh hi DEA	TNAP inh no acc	FLuc inh counter
O=C(CSc1n[nH]c(-c2cccs2)n1)NCc1cccs1	1	1	1	1	1	1.1	-13	-5	16	-1
O=S(=O)(NCc1ccco1)N1CCOCC1	1.1	0.9	0.8	1	1.2	1	-7	-3	-10	-5

In another format: entries from further up
Compound | FLuc act counter | PMI activator | bIAP activator | PMI act satM6P | NF-kB expr up | TNAP act hi DEA | APP 5'UTR act | TNAP inh hi DEA | TNAP inh no acc | FLuc inh counter
S=C(Nc1ccccc1)N1N=C(c2cccs2)CC1c1cccs1 (stereo not given) | 1 | 0.8 | 1.1 | 1 | 1.2 | 1 | 13 | -2 | -3 | -5
CCc1ccccc1NC(=O)Cn1nc(C(F)(F)F)cc1C1CC1 | 1.1 | 0.9 | 0.9 | 1 | 1.7 | 1.1 | 8 | -7 | -9 | -8
CCN(CC)C(=O)C(C)OC(=O)COc1ccc(Cl)cc1Cl (stereo not given) | 1 | 1 | 0.8 | 1 | 0.84 | 1 | -11 | 3 | -6 | -4

Following part.
Fields: FLuc act counter, PMI activator, bIAP activator, PMI act satM6P, NF-kB expr up, TNAP act hi DEA, APP 5'UTR act, TNAP inh hi DEA, TNAP inh no acc, FLuc inh counter
O=C(NCc1ccco1)c1cc(-c2ccccc2)c(N2CCOCC2)s1
    1.1, 0.9, 0.9, 0.9, 1.1, 1.1, -9, -10, -20, -6
Cc1ccc(C)c2[nH]c(=O)c(CN(CCN3CCCC3)C(=O)Nc3ccc(F)cc3)cc12
    1, 1, 1.1, 1, 0.53, 1, 12, 1, -3, -2
CCOc1ncccc1C(=O)OCC(=O)c1ccc(C)c(C)c1
    0.8, 1, 1.1, 1, 1.3, 1, -4, -3, -5, 17
Cn1ccnc1C(=O)c1ccc(NN)c([N+](=O)[O-])c1
    1.1, 1, 0.9, 1, 1.6, 1, -21, 0, 5, -7
CC(O)c1ccc(-n2cnnn2)cc1 (stereo not given)
    1.1, 1.1, 0.9, 1, 1.2, 1, -3, -4, -7, -5
CS(=O)(=O)N(Cc1ccc(C(=O)NN=C2CCCC2)cc1)c1ccccc1
    1, 0.9, 1, 1, 1.1, 1, 1, 0, -6, -1
COc1ccc(Cc2nc(C(=O)Nc3ccc(OC)cc3)cs2)cc1
    1, 0.9, 0.7, 0.9, 1.3, 1, ·, 0, -6, 3
Cc1ccc(Nc2nnc(SCC(=O)Nc3cccc(S(=O)(=O)NC4=NCCCCC4)c3)s2)c(C)c1
    1, 0.9, 1.2, 0.9, 0.56, 1.1, 14, -5, -24, 1
Cc1c(C(=O)N2CCN(c3ccccc3F)CC2)sc2nc(-c3ccccc3)cn12
    1.1, 0.8, 0.9, 0.8, 0.92, 1.1, 6, -6, -10, -6
O=C(Nc1ccc(N2CCCC2)c(Cl)c1)c1ccc([N+](=O)[O-])cc1
    1, 0.9, 0.9, 1, 1.2, 0.9, 13, 6, -2, 4
CCOc1cc(CNc2ccc3c(c2)OCCO3)cc(Br)c1OC
    1.1, 0.8, 0.8, 0.8, 2.7, 1, -94, -1, -11, -6
CC1CCc2c(sc(NC(=O)CN3CCN(C(=O)c4ccco4)CC3)c2C#N)C1 (stereo not given)
    1, 0.9, 1, 0.9, 1.6, 1.1, 4, -7, -12, -4
C(=N\N=C\c1cccnc1)/c1cccnc1
    0.9, 1.1, 1.1, 1.1, 1.2, 1, 11, 4, -13, 11
CCC(C)Nc1nc(-c2ccc3c(c2)NC(=O)CO3)cs1 (stereo not given)
    1, 0.9, 0.9, 1, 1.6, 1, 17, 0, -13, -2
CCn1c(=O)cc(OCC(=O)N2CCN(C(=O)c3ccco3)CC2)c2ccccc21
    1, 0.8, 0.9, 0.8, 0.98, 1, 1, -5, -14, -3
Cc1ccc(/C(CSc2nccn2-c2ncc(C(F)(F)F)cc2Cl)=N\O)cc1
    1.1, 0.9, 0.8, 0.9, 0.84, 1, 1, -3, 2, -6
CC(=O)c1c(C)[nH]c(C(=O)CSc2nnc(C3CCCCC3)n2N)c1C
    1, 0.9, 1, 0.9, 0.55, 1, 7, -4, 0, -1
CNC(=O)NC(=O)CSc1nnc(C(F)(F)F)n1C
    1.1, 0.9, 1, 1, 1.5, 1, -17, -4, -10, -10
CCOc1ccccc1N1CCN(C(=O)c2ccccc2)CC1
    1, 1, 1, 1, 1.2, 1.1, -21, -5, -10, -4
COc1ccc(C(=O)NC(CC(=O)O)c2cc([N+](=O)[O-])ccc2Cl)c(SC)c1 (stereo not given)
    1, 1.2, 1, 1.1, 1.1, 1, 27, -2, -8, 2
COc1ccc(C(=O)NNC(=O)C(Cc2ccc(O)cc2)NC(=O)c2ccccc2NC(=O)c2ccc(OC)cc2)cc1 (stereo not given)
    0.8, 0.8, 1, 0.8, 0.67, 1, 8, -2, -22, 18
CCOc1ccc(-c2noc(-c3cccnc3)n2)cc1OC
    0.8, 0.9, 1, 0.8, 1.1, 1.1, 4, -6, -8, 15
CC(NC(=O)c1sc2ccccc2c1Cl)C1CCCO1 (stereo not given)
    0.4, 0.9, 0.8, 1, 2.1, 1, 32, -4, -15, 63*
N=C1C(c2nc3ccccc3s2)=C(O)CN1NC(=O)c1ccccc1[N+](=O)[O-]
    1, 1, 1.2, 1, ·, 1, 5, 0, -58, -2
